# AID2073 = disruptors of CaV2.2 binding to Mint1 – biochemical, HTRF (AID 2073); inhibition, % at 20 µM, or IC50 in µM where a hit was titrated; 290,000 tested, 0.19% active; HTRF protein-protein interaction, Mint1-CaV2.2; higher % means a stronger effect; in the data active = inhibition mostly above about 51%, no sharp cut-off; inconclusive = no clear call, values can overlap the other calls; inactive = mostly below about 53%; also: some results filed as inactive read as strong as hits
# KOR beta-arrestin-1 = kappa opioid receptor blockers – cell-based, luminescence, uHTS (AID 1778). KOR beta-arrestin recruitment, luminescence, antagonist mode; higher % means a stronger effect. inhibition, % at 10 µM; hits with a dose series show IC50 in µM. 290,000 tested, 0.091% active; also: strong numbers were not always called active
# GPR55 beta-arrestin = GPR55 agonists via beta-arrestin recruitment, primary screen, imaging, U2OS cells, beta-arrestin-GFP redistribution (AID 1961). U2OS GPR55 beta-arrestin-GFP redistribution imaging; higher % means a stronger effect. one-dose activation, % at 10 µM; EC50 in µM for titrated hits. 290,000 tested, 0.048% active;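 active = activation above 40% with more than 50 cells counted in the well; inconclusive = wells holding fewer than 50 cells, flagged as toxic or sparse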;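 also: U2OS osteosarcoma cells stably expressing GPR55 and beta-arrestin-GFP; plate controls were DMSO negative control for no effect and LPI positive control for full effect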
# Dynein cargo inh = dynein cargo transport inhibition | 3617.4 mouse cells, GR-EGFP nuclear translocation imaging; test concentration mostly 20 µM; stimulated with dexamethasone, 1 µM; hits give low values | z-score, hits read low | 220,000 tested, 0.47% active | AID 1381;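 active = plate z-score of nuclear minus cytoplasmic receptor signal below a set negative limit, without overly bright fluorescence or cell loss, cut at about -3.5 in these data, passing the limit was not always enough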;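 also: z-score of nuclear minus cytoplasmic ring GR-EGFP intensity difference per well; some compounds called inactive have numbers as strong as hits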
#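 Buffer or medium: tetracycline-free induction medium containing charcoal-stripped FBS / Reagent: dexamethasone agonist, 1.0 µM final, for 30 min / Technique: automated 10x imaging of fixed Hoechst-stained cells / Times: induction 48 h, compound 1 h, agonist 30 min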
# NOD2 inhibition = NOD2 signaling inhibitors, cell-based, luminescence, uHTS, HEK293 (AID 1566); HEK293 NOD2/NF-kB luciferase reporter, luminescence; higher % means a stronger effect; inhibition, % at 4 µM; hits with a dose series show EC50 in µM; 290,000 tested, 0.63% active; also: many of its hits are not listed in these tables
# NOD1 inhibition = inhibition of NOD1-driven NF-kB reporter – cell-based, luminescence, uHTS, primary screen (AID 1578); NOD1-driven NF-kB luciferase reporter cells, luminescence; higher % means a stronger effect; 290,000 tested, 1% active; inhibition, % at 4 µM, or EC50 in µM where a hit was titrated; in the data active = inhibition mostly above about 36%, no sharp cut-off; inactive = mostly below about 34%;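 also: HEK-293T reporter cells stimulated with the NOD1 agonist gamma-tri-DAP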
# P. falciparum M1AAP = malaria alanyl aminopeptidase activity blockers – biochemical, fluorogenic H-Leu-NHMec substrate, 1536-well (AID 1445); recombinant M1AAP, H-Leu-NHMec fluorogenic kinetic assay; higher % means a stronger effect; inhibition, % at 30 µM, or IC50 in µM where a hit was titrated; 220,000 tested, 0.42% active;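 active = primary inhibition above the hit cutoff, then over 50% inhibition at one or more dose response concentrations, cut at about 23% in these data, passing the limit was not always enough; inconclusive = conflicting primary data, or primary hits not chosen for dose response; inactive = low primary inhibition, or under 50% at every dose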;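 also: plate controls were DMSO full reaction for no effect and no enzyme background for full effect; strong numbers were not always called active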
# P. falciparum M17LAP = P. falciparum M17LAP inhibitors, primary screen, biochemical, fluorogenic H-Leu-NHMec substrate, 1536-well (AID 1619). 220,000 tested, 0.38% active. inhibition, % at 30 µM; hits with a dose series show IC50 in µM. recombinant M17LAP, H-Leu-NHMec fluorogenic kinetic assay; higher % means a stronger effect;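 active = compound inhibiting the enzyme by more than half at any dose during confirmatory dose-response retesting; inconclusive = strong single-dose inhibitors picked by rank but not retested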;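 also: plate controls were full reaction with DMSO carrier for no effect and no enzyme background for full effect; strong numbers were not always called active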
# KOR beta-arrestin-2 = KOR agonists, beta-arrestin recruitment, primary screen, cell-based, luminescence, uHTS (AID 1777); KOR beta-arrestin recruitment, luminescence; higher % means a stronger effect; one-dose activation, % at 10 µM; EC50 in µM for titrated hits; 280,000 tested, 0.02% active; in the data active = activation above about 50%, passing the limit was not always enough; also: a part of the inactive calls stands beside numbers as strong as those of hits
# Dynein cargo inh cytoplasmic EGFP = further read-out of Dynein cargo inh, marked with its call; z-score; measured here: cytoplasmic GR-EGFP intensity; hits give high values
# Dynein cargo inh nuclear GR-EGFP = second read-out of Dynein cargo inh, no call of its own (marks repeat the call); z-score; measured here: nuclear GR-EGFP intensity;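 lower value marks the stronger effect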
# Dynein cargo inh cell count = recorded beside Dynein cargo inh, whose call it bears; z-score; measured here: cell count per field
# Active calls of the source: *; ? = inconclusive; nt = no result given; [ ] = dose if it differs, or a comment. Rule as the data show it, unless noted: active = inhibition above about 50%; inactive = the rest.
SMILES,AID2073,KOR beta-arrestin-1,GPR55 beta-arrestin,Dynein cargo inh,Dynein cargo inh cytoplasmic EGFP,Dynein cargo inh nuclear GR-EGFP,Dynein cargo inh cell count,NOD2 inhibition,NOD1 inhibition,P. falciparum M1AAP,P. falciparum M17LAP,KOR beta-arrestin-2
Nc1ncnc2c1ncn2CCNCCc1ccccc1,-7%,nt,-0.1%,-0.85,-0.28,-0.42,0.52,11%,-6%,-1%,-4%,nt
Cc1nn(CCCC(=O)Nc2c(F)cc(F)cc2Br)c(C)c1[N+](=O)[O-],18%,11%,0.2%,0.52,-0.37,0.19,0.16,8%,-9%,12%,5%,-2.3%
O=S(=O)(NCC(c1cccnc1)N1CCN(Cc2ccccc2)CC1)c1ccccc1 (stereo not drawn),7%,10%,0.0%,2.8,0.085,2,-1.5,14%,-24%,3%,10%,3.4%
COc1ccccc1CCN1CCCC(CN(C)CC(C)(C)CO)C1 (stereo not drawn),-2%,6%[20 µM],-0.1%,nt,nt,nt,nt,-19%,-25%,nt,nt,-8.6%
CC(=O)Nc1ccc(OCC(=O)N2CCc3ccccc3C2)cc1,3%,-9%,-0.2%,nt,nt,nt,nt,1%,40%,nt,nt,2.5%
Cn1c(CCNC(=O)C(C)(C)C)nc2ccccc21,-7%,-9%,-0.2%,-1.4,0.53,-0.24,0.21,-3%,-4%,4%,10%,3.4%
Cc1ccc(S(=O)(=O)CC(=O)Nc2ccc(Cl)cn2)cc1,-4%,10%,-0.3%,-1.2,-0.19,-0.58,0.57,-4%,7%,5%,-5%,-1.3%
O=C(C[n+]1cc(-c2ccc(F)cc2)n2c1CCC2)Nc1nc(-c2ccccc2)cs1,-2%,9%,-0.4%,0.56,-0.29,-0.0026,0.14,-7%,-12%,9%,-6%,14%
O=C(N/N=C/c1ccc(OC2CSC2)cc1)c1ccc(CN2CCOCC2)cc1,24%,-18%,-0.3%,-0.62,-0.33,-0.57,0.74,-24%,-12%,0%,28%,-0.3%
O=C(C1CCN(S(=O)(=O)c2cccnc2)CC1)N1CCN(c2cccc(Cl)c2)CC1,0%,8%,-0.2%,2.5,0.27,1.7,-2.1,5%,-2%,3%,2%,-7.1%
COc1ccc(Cn2c(-c3ccc(OC)cc3)nc3ccccc32)cc1,6%,3%,0.1%,-0.17,-0.21,-0.053,0.94,4%,-15%,2%,4%,4.8%
Nc1ccccc1C(=O)NNC(=O)C(=O)/C=C(\O)c1ccccc1,38%,49%,-0.1%,-0.64,-0.23,-0.46,0.86,-10%,-1%,17%,-1%,-0.4%
CC(=O)c1cccc(NC(=O)CNC(=O)c2cc3ccccc3o2)c1,18%,-36%,0.3%,nt,nt,nt,nt,24%,-36%,nt,nt,2.8%
Fc1ccc(NC(=S)Nc2cccc3ccccc23)cc1,28%,-75%[20 µM],-0.3%,nt,nt,nt,nt,-16%,-17%,nt,nt,5.5%
OCC1(CCc2ccccc2)CCCN(C/C=C/c2ccccc2)C1 (stereo not drawn),8%,-20%[20 µM],0.4%,nt,nt,nt,nt,-37%,19%,nt,nt,-2.5%
COc1ccc(C2=NN(C(C#N)c3ccc(OC)cc3)C(c3ccccc3)C2)cc1 (stereo not drawn),1%,22%,0.5%,0.028,-0.22,0.22,-0.41,20%,-7%,9%,-6%,-6.9%
c1cc(-c2ccncc2)ccn1,-4%,5%,-0.1%,-0.16,-0.15,-0.45,0.65,10%,-8%,-1%,-3%,-1.3%
COc1cccc(NC(=O)c2ccc3c(O)c(S(=O)(=O)c4ccccc4)c(=O)[nH]c3c2)c1,4%,-6%,-0.3%,nt,nt,nt,nt,7%,-4%,nt,nt,5.8%
COc1ccccc1CN1C[C@@H]2C[C@@H](c3ccccc3C)N3CCC[C@@]23C1=O,-10%,-8%,0.2%,0.13,0.34,0.27,-0.19,-21%,-22%,10%,-2%,-7.9%
Cc1ccccc1NC(=O)C1CCN(S(=O)(=O)c2cccc3nonc23)CC1,0%,-51%,0.8%,nt,nt,nt,nt,-11%,23%,nt,nt,9.5%
COc1ccccc1N(CC(=O)NCCSCc1ccccc1)S(C)(=O)=O,-2%,-24%,-0.1%,nt,nt,nt,nt,-3%,2%,nt,nt,-3.4%
O=C(COc1ccc(/C=N/NS(=O)(=O)c2ccccc2)cc1)NCc1ccccc1,9%,-44%,0.0%,1.6,-0.09,0.94,-1.7,6%,8%,7%,4%,4.0%
Cc1cc(OC(=O)N2CCOCC2)cc(C)c1Cl,1%,-25%,-0.2%,0.2,0.3,0.42,-0.033,6%,-12%,18%,46%,0.1%
OCCC1CN(Cc2ccon2)CCN1Cc1ccc(F)c(F)c1 (stereo not drawn),0%,-12%[20 µM],-0.1%,-0.52,-0.25,0.19,0.59,5%,26%,nt,nt,2.4%
CCSc1sc(CC)cc1C=O,-1%,2%,0.1%,-0.42,-0.22,-0.19,0.54,2%,-31%,0%,-3%,-0.8%

# The listing continues.
SMILES,AID2073,KOR beta-arrestin-1,GPR55 beta-arrestin,Dynein cargo inh,Dynein cargo inh cytoplasmic EGFP,Dynein cargo inh nuclear GR-EGFP,Dynein cargo inh cell count,NOD2 inhibition,NOD1 inhibition,P. falciparum M1AAP,P. falciparum M17LAP,KOR beta-arrestin-2
Cn1nnnc1SCC(=O)N1CCN(Cc2ccccc2)CC1,-7%,18%,-0.2%,0.046,-0.095,0.27,-0.56,-8%,-29%,0%,4%,-1.9%
O=C(Nc1ccccc1O)c1nc(Cl)ccc1Cl,0%,-31%,-0.4%,-1.1,-0.12,-0.61,0.46,-20%,17%,5%,9%,2.3%
COc1ccc(OC)c(-c2cnc(OC(C)(C)C)nc2OC(C)(C)C)c1,-13%,-67%,0.3%,-0.04,-0.26,-0.33,-0.048,4%,0%,3%,-6%,1.2%
O=C(C1=C[C@@H](C2CCCCC2)C[C@@H](OCCCCO)O1)N1CCOCC1,-7%,-17%,0.2%,-1.4,-0.15,-0.41,0.2,-3%,-34%,8%,2%,0.5%
CCNc1oc(-c2ccccc2F)nc1S(=O)(=O)c1ccccc1,11%,2%,-0.1%,nt,nt,nt,nt,12%,-6%,nt,nt,0.1%
O=C(NCC1CCCO1)C(c1cccs1)N(C(=O)Cn1nnc(-c2cccs2)n1)C1CCCC1 (stereo not drawn),12%,13%,-0.3%,-0.62,-0.23,-0.34,0.55,10%,-39%,14%,11%,-5.8%
CCC(Oc1ccccc1)C(=O)Nc1ccccc1N1CCCCC1 (stereo not drawn),-3%,-35%,-0.2%,nt,nt,nt,nt,-1%,-3%,nt,nt,0.1%
Cc1cc(C)nc(N/N=C/C=C/c2ccccc2)n1,-2%,-5%,-0.2%,0.57,-0.22,0.82,0.18,-29%,-37%,9%,57%,-2.1%
Cc1ccc(C(C(=O)NC(C)(C)C)N(CCCN2CCOCC2)C(=O)c2ccc(-c3ccccc3)[nH]2)o1 (stereo not drawn),-8%,0%[20 µM],-0.1%,1.2,-0.31,0.91,-0.16,0%,-29%,-1%,7%,nt
O=C(CN1C(=O)c2cccc3cccc1c23)NCc1ccccn1,10%,-28%,-0.1%,-0.17,-0.18,0.15,0.35,-13%,-24%,4%,-4%,3.2%
CCn1c(/C=C/c2cc(Br)ccc2O)nc2ccccc2c1=O,23%,-31%,-0.1%,nt,nt,nt,nt,nt,nt,nt,nt,3.2%
O=C(NC1CCCCC1)C1CCCN1S(=O)(=O)c1cccc2nsnc12 (stereo not drawn),-2%,-6%,0.0%,-0.036,-0.21,-0.22,0.53,6%,1%,3%,25%,-0.1%
CC(=O)Nc1ccc(S(=O)(=O)N2CCN(c3cc(C)nc4ncnn34)CC2)cc1,-2%,-7%[20 µM],0.5%,-1.2,-0.22,-0.66,0.64,10%,-6%,3%,27%,nt
O=C(O)C1c2ccccc2C(=O)N(Cc2ccc(F)cc2)C1c1ccncc1 (stereo not drawn),?,4%,-0.3%,0.42,-0.26,0.11,-0.19,-14%,-2%,-3%,-10%,3.3%
O=C(NC(=S)NC1CCS(=O)(=O)C1)c1cccs1 (stereo not drawn),2%,7%,-0.3%,-0.19,-0.29,-0.34,0.64,17%,-29%,3%,1%,4.4%
O=C(Nc1ccc2c(c1)OCO2)N1CCN(c2ccccc2Cl)CC1,-27%,-19%,-0.1%,-1.3,-0.22,-0.65,0.75,-77%,-44%,7%,4%,-0.7%
O=C(N/N=C/C=C/c1ccccc1)c1cnccn1,15%,-31%,-0.1%,0.41,0.065,0.63,0.24,12%,-1%,6%,-5%,-4.5%
COCCn1c(C)cc(/C=C2\NC(=S)N(C)C2=O)c1C,10%,-4%,0.4%,0.28,-0.26,-0.28,0.13,-3%,-1%,17%,3%,-2.4%
C/C(CC(=O)N(C(C)C)C(C)C)=N\NC(=O)COc1ccc(Cl)cc1Cl,0%,-38%,-0.6%,0.49,-0.24,0.26,-0.63,-2%,-11%,2%,7%,-4.0%
Cc1ccc(-c2noc(CCC(=O)N(C)c3ccccc3C)n2)cc1,-6%,-36%,0.1%,0.15,-0.24,0.029,0.7,-9%,-17%,3%,-5%,-5.3%
Cc1nc2nc[nH]n2c(=O)c1CC(=O)O,11%,-19%,0.2%,-0.091,-0.22,0.0062,0.66,17%,15%,3%,4%,-1.6%
CC(c1n[nH]c(=S)n1-c1ccc(F)cc1)N1CCCCC1 (stereo not drawn),-4%,22%,0.2%,-0.015,0.035,-0.048,1.8,24%,-25%,-6%,2%,-4.1%
CCc1ccc(N2C(=O)CC(Cn3nc(C)cc3C)C2=O)cc1 (stereo not drawn),-4%,10%,0.3%,-0.25,-0.23,-0.13,0.77,16%,-2%,1%,3%,-5.8%
CCOc1ccc(CCNC(=O)C2CC(=O)N(Cc3ccc(OC)cc3)C2)cc1OCC (stereo not drawn),1%,4%,-0.1%,nt,nt,nt,nt,3%,-1%,nt,nt,-3.6%
CC(CN1CCOCC1)OC(=O)c1ccccc1Cl (stereo not drawn),5%,0%,-0.2%,nt,nt,nt,nt,-12%,-48%,nt,nt,1.4%

# A portion of the library; count on the stated rates, not on these rows.
